Bioassay records (PubChem)
Mm-Cpn inhibitor – inhibitors of Methanococcus maripaludis chaperonin (MmCpn) | purified Mm-Cpn ATPase, ADP Transcreener TR-FRET | Potency, µM (titrated, usually from 76.9 µM), inactives show at the highest dose activity, negative = inhibition, usual class: inhibitors | 330,000 tested, 0.031% active | AID 504842; further: potency means the concentration at half of the fitted maximal effect; on the % scale 0 is the no-effect control and ±100 the full control effect; nearly all actives have a fitted effect of over 80% in size
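ATP (10 uM final) was added to archaeal chaperonin (25 nM final) after 10 min exposure to test compound at 37°C; after 30 min further incubation, ADP was detected by competitive TR-FRET.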
CCT modulator – modulators of cytosolic chaperonin (CCT/TRiC) activity. activity change, % (test concentration not listed), hits read low. purified chaperonin ATPase assay, HTRF ADP detection, 30 min. 360,000 tested, 0.3% active. AID 651819; in the data active means activity change below about -30%; further: on the % scale 0 is the no-effect control and ±100 the full control effect
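First, chaperonin was dispensed at 40 nM or 20 nM final depending on batch activity. Next, compounds were pinned at 76 uM and ATP added at 10 uM. After 30 min at 37 °C, ADP detection reagents ran 30 min at ambient temperature.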
S2 tox – viability counter-screen for ATXN expression inhibitors. 400,000 tested, 0.49% active. Potency, µM (doses to about 56.7 µM), actives largely listed as cytotoxic. AID 651635. S2 cells (HEK-293 line with an ATXN2-luciferase reporter) viability, CellTiter-Fluor protease fluorescence, 24 h; further: potency means the concentration at half of the fitted maximal effect; nearly all actives have a fitted effect of over 40% in size
Nrf2 ARE act – activates Nrf2 signaling | AREc32 ARE-luciferase reporter (MCF7-derived line), luminescence, 24 h | Potency, µM (doses to about 46.1 µM), inactives show at the highest dose activation, hits mostly activators | 410,000 tested, 0.31% active; further: potency means the concentration at half of the fitted maximal effect; % of control where 0% means no effect; nearly all actives have a fitted effect of over 65% in size
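ARE-driven firefly luciferase activity in AREc32 cells measured after a 24 hr compound exposure at 37 deg C, using Steady-Glo reagent and a 30 min room-temperature hold.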
pAkt inh – Akt phosphorylation inhibition | Neuro2A IGF-stimulated pAkt S473 HTRF, 20 min; hits give low values | activity change, % for hits at 50 µM | 360,000 tested, 0.32% active | AID 651550; in the data active means activity change below about -80%; inconclusive means mostly about -51% to -80%; further: on the % scale 0 is the no-effect control and ±100 the full control effect
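Single-point screen (50 µM final compound) in Neuro2A cells stimulated 20 min with 6 nM IGF at 37 deg C. After lysis, Ser473-phosphorylated Akt read by HTRF (ex 330 nm, em 615/665 nm) as the 665/615 ratio.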
Nrf2 inh – Nrf2 pathway inhibition. A549 ARE-Fluc reporter, luciferase luminescence, 18-24 h. Potency, µM (doses to about 46 µM), inactives show at the highest dose activity change, negative = inhibition, most hits filed as inhibitors. 360,000 tested, 2.1% active; further: potency means the concentration at half of the fitted maximal effect; on the % scale 0 is the no-effect control and ±100 the full control effect; nearly all actives have a fitted effect of over 60% in size
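In this cell-based qHTS, ARE-driven firefly luciferase in A549 cells reports Nrf2 activity; the luminescent signal after BugLite lysis is the measured value, with a prior CellTiter-Fluor read for cell health.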
A549 tox – kills or reduces viability of A549 cells in Nrf2 counter-screen; A549 ARE-Fluc cells, CellTiter-Fluor viability, 18-24 h; Potency, µM (titrated, usually from 46 µM), for inactives: at the highest dose activity change, negative = cytotoxicity, actives largely listed as inhibitors; 390,000 tested, 0.16% active; further: potency means the concentration at half of the fitted maximal effect; on the % scale 0 is the no-effect control and ±100 the full control effect
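A549 ARE_Fluc cells in 5% FBS OPTI-MEM were exposed to compounds in concentration-response for 18-24 h at 37 deg C. Viability was read by CellTiter-Fluor fluorescence (Ex 405/Em 525) after 30 min, before the luciferase read.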
HepG2 tox – kills HepG2 cells in TGF-b inhibitor counter-screen. HepG2 CAGA-GFP viability, ATP luminescence, 18 h. Potency, µM (titrated, usually from 46.1 µM), for inactives: at the highest dose activity change, negative = cytotoxicity, most hits filed as cytotoxic. 410,000 tested, 0.76% active; further: potency means the concentration at half of the fitted maximal effect; some results filed as inactive show a strong effect at the top dose
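CellTiter-Glo luminescence gave cytotoxicity after 18 hours at 37 degrees C. The cells were HepG2 CAGA-GFP in 1% FBS DMEM, stimulated with 500 pg/mL TGF-beta after compound addition. %Activity was normalised to no-cell wells (complete cell-killing) and DMSO (no toxicity), and curves were fitted and classified.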
TGFb SMAD3 inh – inhibitors of TGF-b signaling. HepG2 CAGA-GFP TGF-b/SMAD3 reporter, GFP fluorescence, 18 h; TGF-beta stimulated, 500 pg/mL final. Potency, µM (doses to about 46.1 µM), for the others: top-dose activity, negative = inhibition, usual class: inhibitors. 410,000 tested, 1.2% active. AID 588855; further: potency means the concentration at half of the fitted maximal effect; on the % scale 0 is the no-effect control and ±100 the full control effect; nearly all actives have a fitted effect of over 65% in size
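Per well, imaged GFP fluorescence of HEPG2 CAGA-GFP cells gives the signal; cells get compound, then TGF-beta (500 pg/mL final), 18 h at 37 degrees C; %Activity versus -TGF-beta and +DMSO controls.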
Numbers without * were called inactive; i = inactive; ? = inconclusive; / = not tested or not shown; [ ] = remark or other dose. Unless noted, the call rests on the fitted dose curve; in most records, active means well fitted curve in the direction sought with a large enough effect; inconclusive means small, poorly fitted or top-dose-only effect, or another doubt; inactive means no such curve, though single readings can be large; an effect the other way counts as inactive or inconclusive.

SMILES	Mm-Cpn inhibitor	CCT modulator	S2 tox	Nrf2 ARE act	pAkt inh	Nrf2 inh	A549 tox	HepG2 tox	TGFb SMAD3 inh
CCOc1ccc(N=Nc2c(N)[nH][nH]c2=O)cc1	-3%	-0.6	?	0.7%	i	?	-25%	-9%	?
CCC(=O)Nc1cccc(C2=NOC3(C2)C[C@@H](C(N)=O)N(C(=O)C(c2ccccc2)c2ccccc2)C3)c1 (stereo partly specified)	0%	-0.8	i	3.9%	i	5%	-18%	0%	?
CCOC(=O)CSc1n[nH]c(NC(=O)NC(C)C)n1	2%	-1.2	i	1.6%	i	-12%	-14%	-1%	?
COc1cccc(NC(=O)CCCCCN2C(=O)[C@@H]3Cc4ccccc4CN3C2=O)c1	5%	-0.7	i	0.0%	i	-18%	-1%	-22%	-12%
CCC(C)NC(=O)c1sc2nc(C)c(C(=O)Nc3ccc(C)cc3C)c(-c3ccc(Cl)cc3)c2c1N (stereo unspecified)	/	/	/	-0.6%	/	0%[9.27 µM]	14%	-25%	-24%
CCc1cccc(NC(=O)CSCc2nc3sc(C)c(C)c3c(=O)[nH]2)c1	0%	1.2	i	2.7%	i	-8%	-3%	-12%	-4%
O=C(CNC(=O)c1ccccc1Br)N/N=C/c1cccnc1	2%	-1.6	i	0.0%	i	-14%	-7%	-2%	0%
COc1ccc(Cl)cc1NC(=S)NCCc1ccc(F)cc1	-2%	-0.5	i	0.0%	i	3%	-2%	-20%	-26%
Cc1ccccc1OCc1nc(-c2ccccc2)no1	-5%	1.5	i	9.0%	i	?	-4%	-7%	-2%
CCn1c(O)c(N=NC(=O)CNC(=O)c2ccccc2F)c2ccccc21	-3%	0.0	i	-0.6%	i	-3%	-3%	11%	-1%
CN(CC(=O)Nc1ccc(S(=O)(=O)N2CCCC2)cc1)Cc1ccc(Cl)cc1Cl	-14%	-2.4	i	-0.1%[9.22 µM]	i	?	14%	-5%	?
O=C(c1ccc2nc(-c3ccco3)c(-c3ccco3)nc2c1)N1CCN(c2ccccc2)CC1	0%	-2.7	?	2.4%	i	?	-7%	-16%	-17%

Next section (three carried over from the part before).
SMILES	Mm-Cpn inhibitor	CCT modulator	S2 tox	Nrf2 ARE act	pAkt inh	Nrf2 inh	A549 tox	HepG2 tox	TGFb SMAD3 inh
CCn1c(O)c(N=NC(=O)CNC(=O)c2ccccc2F)c2ccccc21	-3%	0.0	i	-0.6%	i	-3%	-3%	11%	-1%
CN(CC(=O)Nc1ccc(S(=O)(=O)N2CCCC2)cc1)Cc1ccc(Cl)cc1Cl	-14%	-2.4	i	-0.1%[9.22 µM]	i	?	14%	-5%	?
O=C(c1ccc2nc(-c3ccco3)c(-c3ccco3)nc2c1)N1CCN(c2ccccc2)CC1	0%	-2.7	?	2.4%	i	?	-7%	-16%	-17%
CCOC(=O)c1[nH]cnc1C(=O)Nc1ccc([N+](=O)[O-])cc1	-2%	0.6	i	0.1%	i	-9%	0%	-24%	0%
O=C(CSc1nc2c(sc3ccccc32)c(=O)n1CCCN1CCCC1)NCC1CCCO1 (stereo unspecified)	-1%	1.5	/	0.1%	/	10%	-8%	-27%	0%
C[C@H](CO)N1C[C@H](C)[C@@H](CN(C)Cc2ccncc2)Oc2c(cccc2N(C)C)C1=O	-1%	0.4	?	-1.0%	i	?	-6%	-16%	-2%
Cc1cc(C)n2c(SCC(=O)N3CCN(S(=O)(=O)c4ccc(Cl)cc4)CC3)nnc2n1	-1%	-0.4	i	-0.6%	i	-5%	2%	-23%	8%
COc1ccc(S(=O)(=O)Nc2cccc(-c3ccc4nncn4n3)c2)cc1F	1%	-1.0	i	2.4%	i	-1%	2%	4%	0%
CC1(C)CC(=O)C=C(NCCc2ccccc2)C1	1%	-0.2	i	-0.9%	i	6%	4%	-10%	-2%
Cc1cc(C)c(CN2CCC(CO)(CCOc3ccccc3)CC2)cc1C	-1%	1.0	i	3.9%	i	5%	1%	-53%	?
CS(=O)(=O)c1ccc(Nc2nc(C(N)Cc3ccccc3)cs2)cc1 (stereo unspecified)	/	-2.5	i	3.2%	i	/	/	-14%	-4%
COc1cccc(/C=C(\C)C(=O)c2c(C)cc(C)[nH]c2=O)c1OC	-1%	3.4	i	-0.4%	i	-1%	-5%	-4%	3%
COc1ccc(Br)cc1/C=N/n1c(-c2ccccc2)n[nH]c1=S	0%	0.7	i	5.5%	i	-21%	-1%	-35%	-9%
CN1C(=O)[C@H]2[C@@H](/C=C/c3ccccc3)N3C(=O)CN(Cc4ccccc4)C(=O)[C@@]3(C)[C@H]2C1=O	-3%	-1.9	i	1.1%	i	-1%	2%	-16%	-10%
O=c1nc(/C=C/c2ccccc2C(F)(F)F)cc(C(F)(F)F)[nH]1	-7%	-1.2	i	13%	i	-4%	1%	-22%	-26%
COc1ccc(S(=O)(=O)N2CCCCCC2)cc1C(=O)OCC(=O)NCC(C)C	-2%	3.1	i	0.1%	i	3%	5%	-1%	0%
Cc1c(NC(=S)N2CCN(c3cccc(Cl)c3)CC2)c(=O)n(-c2ccccc2)n1C	2%	0.1	i	0.2%	i	?	-1%	-2%	10%
CCC(=O)N/C=C/n1cnc2cc(C(F)(F)F)ccc21	?	0.9	i	0.3%	i	11%	9%	-19%	22%
O=C(O)c1ccccc1C(=O)NCC(O)c1ccccc1 (stereo unspecified)	-4%	-0.2	i	0.1%	i	-16%	-1%	28%	-2%
CCC(=O)N1CCc2cc(Br)cc(S(=O)(=O)N3CCC(C(=O)N(CC)CC)CC3)c21	/	/	i	-0.2%	/	-30%	11%	1%	1%
COc1ccc(C(=O)NC(=S)N2CCOCC2)cc1[N+](=O)[O-]	0%	-0.6	i	2.6%	i	18%	-4%	3%	6%
Cc1ccc(CNC(=O)CSc2nc(=O)n(Cc3ccco3)c3c2CCC3)cc1	/	/	i	-0.2%	/	/	1%	1%	-15%
COc1ccc(NC2=C(NCCO)C(=O)c3ccccc3C2=O)cc1	-4%	-0.8	i	0.3%[9.22 µM]	i	-8%	?	-42%	-12%
COc1cccc(Nc2nc(N)c([N+](=O)[O-])c(NCc3ccccc3)n2)c1	1%	0.3	/	7.3%	i	?	-23%	-37%	?
CN(C)S(=O)(=O)N1CCN(C(=O)N2CCCCCC2)CC1	1%	-0.2	i	-0.4%	i	/	10%	-26%	0%
COc1cc(C2N3CC4(C)CN2CC(C)(C3)C4)ccc1O (stereo unspecified)	3%	0.1	i	0.0%	i	22%	-6%	5%	16%
Cc1ccccc1Nc1cc(C(=O)NC2CCCCC2)c2ccccc2n1	/	/	i	0.8%	/	20%	10%	0%	5%
c1ccc2c(CCc3ccncc3)cccc2c1	/	0.3	i	7.4%	i	-13%	3%	7%	12%
O=S(=O)(c1ccc(-c2ccccc2)cc1)N1CCCC1	-4%	0.0	i	-0.6%	i	-9%	-6%	-32%	-32%
COc1cccc(-c2c3c([nH]c(=O)c2C#N)CCc2cc(OC)ccc2-3)c1	2%	-0.3	/	-1.1%	i	4%	-5%	1%	20%
CCOC(=O)C(=Cc1cc(=O)c(OC)co1)C(=O)OCC	-10%	0.8	?	-3.3%	i	9.2µM*	15µM*	14µM*	7.1µM*
NC(=O)C1CCCN(C(=O)c2ccc3oc(Cc4ccc(Cl)cc4)nc3c2)C1 (stereo unspecified)	1%	2.3	i	1.9%	i	9%	5%	-6%	-11%
O=C(Nc1ncc2c(n1)-c1ccccc1CC2)c1ccc(F)cc1	2%	-1.6	i	17%	-120%*	-8%	-5%	-1%	-6%
CCOC(=O)c1cc(-c2ccccc2)n(-c2cccc(C(=O)N(CC)c3ccccc3)c2)c1C	/	/	/	0.6%	/	/	?	-8%	?
CCC1(C)Cc2c(sc3c2c2ncnn2c2nnc(SCC(=O)NCc4ccco4)n32)CO1 (stereo unspecified)	-1%	-7.5	?	0.4%	i	3%	-18%	1%	11%
CCOC(=O)c1nnn(CC(=O)Nc2cc(Cl)ccc2C)c1C(=O)OCC	0%	1.2	i	-0.4%	i	0%	-16%	-6%	-3%
CSc1nc(N2CCN(c3ccccc3Cl)CC2)c2ccccc2n1	-5%	-3.5	/	0.8%	i	?	4%	-3%	2%
CNS(=O)(=O)c1cccc(C(=O)OCCCC(=O)c2ccccc2)c1	0%	-1.4	i	0.2%	i	3%	-3%	13%	18%
CC(=O)c1cccc(NC(=O)c2sc(-n3nc(C)c(Cc4ccccc4)c3C)nc2C)c1	/	/	/	-0.5%	/	?	0%	-13%	-61%
CCN(CC)C(=O)CSc1nnc(COc2ccc(OC)cc2)n1N	0%	-2.5	i	0.2%	i	-1%	-5%	-13%	-2%
O=C(c1ccc2nc[nH]c2c1)N1CCN(S(=O)(=O)c2cccc(F)c2)CC1	0%	-5.0	i	0.0%	i	-12%	2%	-16%	0%
O=S(=O)(Cc1ccccc1)N1CCn2c(nc3ccccc32)C1	0%	-0.2	i	0.3%	i	-26%	6%	8%	-1%

pAkt inh: what is marked active above
canonical_smiles | Mm-Cpn inhibitor | CCT modulator | Nrf2 ARE act | pAkt inh | Nrf2 inh | TGFb SMAD3 inh
O=C(Nc1ncc2c(n1)-c1ccccc1CC2)c1ccc(F)cc1 | 2% | -1.6 | 17% | -120%* | -8% | -6%

Pulled by structure from the list above:
SMILES	Mm-Cpn inhibitor	CCT modulator	S2 tox	Nrf2 ARE act	pAkt inh	Nrf2 inh	A549 tox	HepG2 tox	TGFb SMAD3 inh
O=S(=O)(c1ccc(-c2ccccc2)cc1)N1CCCC1	-4%	0.0	i	-0.6%	i	-9%	-6%	-32%	-32%
O=C(Nc1ncc2c(n1)-c1ccccc1CC2)c1ccc(F)cc1	2%	-1.6	i	17%	-120%*	-8%	-5%	-1%	-6%

This is a random part of the collection, and some 4.4% of all compounds hit somewhere here.
